# Compound activity: PubChem BioAssay, Sanford-Burnham Center for Chemical Genomics
# hIAP act: increases human intestinal alkaline phosphatase activity | P09923 | 0.16% of 330,000 active | purified human IAP, CDP-Star luminescence, 30 min; stronger effect = higher value; 1 = vehicle-only enzyme, 0 = enzyme-free background | activation factor at 10 µM;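 active = activation factor of the enzyme at least 2-fold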; note: the source names both 10 and 20 µM as test concentration; values of inactives mirror those of a sister screen read the other way
# Target sequence (P09923 whole entry, looked up): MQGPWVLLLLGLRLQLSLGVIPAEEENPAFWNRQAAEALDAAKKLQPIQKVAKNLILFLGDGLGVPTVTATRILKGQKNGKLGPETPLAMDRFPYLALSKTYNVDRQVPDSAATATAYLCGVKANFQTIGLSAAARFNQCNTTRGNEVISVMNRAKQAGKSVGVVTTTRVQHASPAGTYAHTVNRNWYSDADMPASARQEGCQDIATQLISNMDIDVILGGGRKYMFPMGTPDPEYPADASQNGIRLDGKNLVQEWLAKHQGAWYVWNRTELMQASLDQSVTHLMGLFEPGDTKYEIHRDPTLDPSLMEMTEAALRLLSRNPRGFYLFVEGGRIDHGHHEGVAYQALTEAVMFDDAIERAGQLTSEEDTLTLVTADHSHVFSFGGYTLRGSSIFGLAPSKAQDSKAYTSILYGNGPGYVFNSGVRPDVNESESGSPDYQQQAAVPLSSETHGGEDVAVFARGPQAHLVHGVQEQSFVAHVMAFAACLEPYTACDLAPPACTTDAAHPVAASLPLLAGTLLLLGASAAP
# mIAP act: increases mouse intestinal alkaline phosphatase activity; muIAP, CDP-Star luminescence, 30 min; stronger effect = higher value; 1 = vehicle-only enzyme signal, 0 = enzyme-free wells; activation factor at 10 µM; 0.24% of 330,000 active;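 active = activation factor of at least 2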; note: the source names both 10 and 20 µM as test concentration; values of inactives mirror those of a sister screen read the other way
#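 also added = chemiluminescent substrate CDP-Star | test system = mouse IAP enzyme | signal = chemiluminescence readout | compound = DMSO-dissolved test compounds | incubation = 30 min at room temperature | benchmarks = DMSO wells, no-enzyme wells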
# hIAP block: human IAP inhibition | purified IAP, CDP-Star luminescence, 30 min | 0.12% of 330,000 active | inhibition, % at 10 µM | P09923;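 active = inhibition reaching a set limit with compound at 10 µM in the primary screen, cut at about 35% in these data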;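 note: plate controls were DMSO wells with enzyme for no effect and no-enzyme buffer wells for full effect; values of inactives mirror those of a sister screen read the other way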
# MIN6 prolif: induces beta-cell replication in MIN6 cells; MIN6 cells proliferation, ATPlite luminescence, 48 h; cells starved in 0.2% serum; 100% = growth in 10% serum; proliferation, % at 10 µM; 0.29% of 330,000 active;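 active = compounds whose signal lies at least 3.5 SD above the mean of all wells on their plate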;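 note: 0% = DMSO-treated cells in low-serum medium and 100% = 10% serum control; some compounds called inactive have numbers as strong as hits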
# MPTP inh: inhibitors of mitochondrial permeability transition pore; isolated mouse mitochondria, Ca2+ swelling absorbance, 30 min; inhibition, % at 10 µM; 1.4% of 360,000 active;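 active = inhibition of 50% or more, scaled per plate between neutral and stimulator controls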;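 note: 0% = DMSO wells given calcium and 100% = 1 mM EGTA wells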
# APOBEC3G inh: APOBEC3G (human) deaminase inhibition; Q9HC16; AID 493012; 0.28% of 330,000 active; inhibition, % at 20 µM; recombinant A3G, ssDNA deamination FAM/TAMRA fluorescence;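 active = inhibition of at least 40% at 20 µM, with no more than 30% in the related APOBEC3A deaminase screen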;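 note: plate controls were DMSO wells with A3G for no effect and wells lacking A3G enzyme for full effect; some compounds called inactive have numbers as strong as hits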
# A3A deaminase: inhibitors of human APOBEC3A DNA deaminase; recombinant A3A, FAM/TAMRA ssDNA deamination fluorescence; inhibition, % at 20 µM; 0.41% of 330,000 active;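 active = at least 40% inhibition at 20 µM here, with at most 30% in a related deaminase screen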;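 note: plate controls were A3A with DMSO for no effect and wells lacking A3A enzyme for full effect; some results filed as inactive read as strong as hits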
# Target sequence (P31941 whole entry, looked up): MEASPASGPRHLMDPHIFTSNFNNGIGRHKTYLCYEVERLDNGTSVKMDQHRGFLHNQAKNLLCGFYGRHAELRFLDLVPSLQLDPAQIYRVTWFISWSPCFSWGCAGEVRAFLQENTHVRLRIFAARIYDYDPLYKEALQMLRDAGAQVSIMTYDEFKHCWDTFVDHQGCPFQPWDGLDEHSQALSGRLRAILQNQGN
# mIAP block: blocks mouse intestinal alkaline phosphatase; purified mouse IAP, CDP-Star luminescence, 30 min; inhibition, % at 10 µM; 0.2% of 330,000 active;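 active = inhibition of at least 40% at 10 µM in the primary screen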;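 note: plate controls were DMSO with enzyme for no effect and no enzyme wells for full effect; values of inactives mirror those of a sister screen read the other way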
# GRIN3A LBD mod: modulates the human NR3A ligand-binding domain. NR3A LBD differential scanning fluorimetry, Tm shift; 0% = protein alone, 100% = glycine-bound protein. Tm shift relative to glycine control, % at 25 µM. 2.5% of 340,000 active;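 active = melting temperature shift of at least 10% of the positive control shift, at one fixed dose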
# Numbers without * were called inactive; x = no result given.
SMILES,hIAP act,mIAP act,hIAP block,MIN6 prolif,MPTP inh,APOBEC3G inh,A3A deaminase,mIAP block,GRIN3A LBD mod
CC(=O)Nc1ccc(S(=O)(=O)Nc2nc(C)nc3sc(C)c(C)c23)cc1,1.1,1,-14,-2,-0.8,-3,2,-1,0
COc1ccc(/C(C)=N/NC(=O)c2cc(C)[nH]n2)c(OC)c1,1.5,1,-48,-2,0.2,0,-3,-4,0
O=C(C1CC1)N1N=C(c2ccc(Cl)cc2)CC1(O)C(F)(F)F (centres undefined),1.2,1.1,-20,3,0.1,-10,-6,-9,-4
CN1/C(=C\C(=O)Nc2cccc(Cl)c2)C(C)(C)c2ccccc21,1.1,1.3,-5,-6,104*,-5,0,-28,7
Nc1cc(-c2cccc([N+](=O)[O-])c2)[nH]n1,0.81,0.97,18,1,1.7,-5,-3,3,0
CN1C(=O)N(CC(=O)N2CCN(S(=O)(=O)Cc3ccccc3)CC2)C(=O)C12CCCCC2,1,0.99,-3,-1,-1.0,-6,9,1,0
COc1ccc(C(=O)NCC(=O)N2CCN(C(=O)c3ccco3)CC2)cc1OC,1.1,0.88,-8,4,-0.3,-7,-1,12,1
COc1ccc(NC(=O)c2cccc3c2C(=O)c2ccc(-c4ccc(F)cc4OCc4ccccc4)cc2S3(=O)=O)cc1,0.96,0.97,4,-6,0.5,-7,-1,3,-1
CCCc1sc(N/N=C/c2ccccn2)nc1-c1ccc(Br)cc1,1.1,0.9,-8,-4,3.1,-4,0,10,-11
Cc1ccc(-c2cc(C(=O)OCC(=O)N(C)C3CCS(=O)(=O)C3)c3ccccc3n2)o1 (centres undefined),0.93,0.97,7,-2,-4.2,10,-7,3,-1
O=C(CC(=O)c1ccccc1)Nc1cc([N+](=O)[O-])ccc1Cl,1,0.96,-1,-3,3.6,-3,0,4,-2
COc1cccc(CNc2ccc(S(N)(=O)=O)cc2)c1OCc1ccccc1F,0.95,1.2,4,0,14,1,6,-16,2
Cc1cccc(C(=O)NC2CCN(S(=O)(=O)c3ccccc3)CC2)c1,1.2,1,-15,-1,-1.1,-4,-1,-2,0
Nc1c(Cl)cc(-c2csc(N3CCCC3c3nc4cc(Cl)c(Cl)cc4n3CCCO)n2)cc1Cl (centres undefined),1.1,0.94,-10,-9,0.1,26,2,6,4
Cc1nc2ccc(NS(=O)(=O)c3ccc(F)c(C)c3)cc2[nH]1,0.96,0.94,4,-3,34,-3,1,6,-4
C#CCOCCOCCOCCNc1nc(N2CCN(C(=O)[C@H]([C@@H](C)CC)n3cc([C@@H](N)Cc4ccc(O)cc4)nn3)CC2)nc(N2CCN(C(=O)[C@H]([C@@H](C)CC)n3cc([C@@H](N)Cc4ccc(O)cc4)nn3)CC2)n1,0.95,1.1,5,7,-2.8,-7,8,-14,-3
Cc1ccc2cc3c(N)c(C(=O)N4CC(=O)Nc5ccccc54)sc3nc2c1,1.1,0.99,-13,-1,x,-12,-10,0,x
O=c1c(Cl)c(N2CCN(c3ccccc3)CC2)cnn1C12CC3CC(CC(C3)C1)C2,1,0.99,-5,0,0.4,-4,1,1,1
CSc1nc2ccccc2n1CC(=O)Nc1ccc(C)c(C)c1,1.1,1.6,-8,1,1.3,-3,-3,-57,1
NC(=O)c1ccc(NC(=O)CNC(c2ccccc2)c2ccccc2)cc1,0.96,1,4,-1,-0.7,-3,0,-1,1
CCOC(=O)CCCNC(=O)c1cncc(O)c1,1,0.84,-2,1,31,-4,-5,16,3
C/C(=N/NC(=O)c1cc(C(C)C)[nH]n1)c1cccs1,1.1,0.85,-5,-2,0.1,-3,1,15,0
CC(C)(C)c1nc(N2CCN(C(=O)c3ccco3)CC2)c2nnn(Cc3ccccc3)c2n1,0.94,0.92,6,-6,54*,3,4,8,-5
CCN(CC(=O)N1CCCC1)S(=O)(=O)c1ccc(OC)cc1,1.2,1,-16,-4,0.1,0,-4,-3,-1
CC1CC(C)CN(C(=O)C(NS(=O)(=O)c2ccc3c(c2)oc(=O)n3C)C(C)C)C1 (centres undefined),1.2,1.1,-20,-1,-0.4,6,0,-14,2
O=C(N/N=C/C(Br)=C/c1ccccc1)C1CC1,0.92,0.91,8,-1,1.0,-3,0,9,-1
COc1ccc(NC(=O)COC(=O)C2CC3C=CC2C3)cc1 (centres undefined),0.93,0.96,7,-3,-0.5,-5,25,4,-1
Cc1cc(NC(=O)Cn2c(=O)c3c(ncn3CCC(C)C)n(Cc3ccccc3)c2=O)no1,1.1,1,-12,-1,0.0,-7,-7,-1,3
CC(C)CCNC(=O)COC(=O)c1ccc(Br)o1,1,0.91,0,0,-0.7,-1,2,9,-2
O=[N+]([O-])c1ccc(F)cc1OCc1cccc(S(=O)(=O)N2CCOCC2)c1,0.9,0.9,10,-1,-2.3,-4,4,10,-1
OC(c1cccs1)c1nccc2ccccc12 (centres undefined),1.4,1.2,-41,-1,0.4,15,-2,-17,0
c1cc(C2CCCCC2)ccc1Oc1nc(N2CCOCC2)nc(N2CCOCC2)n1,1,1,-3,-4,4.8,-2,-1,-2,-1
Cc1nc(SCC(=O)NCc2ccc3c(c2)OCO3)c(C#N)c2c1CCCC2,1,0.96,-3,-2,-2.3,-3,-1,4,4
CCOC(=O)c1c(Cc2ccc(Cl)cc2)c[nH]c1C,0.87,1,13,-3,18,-8,-4,-3,-13
COc1ccccc1N1CCN(C2=Nc3cccc4cccc2c34)CC1,0.81,0.88,20,-3,-1.4,-4,0,12,1
N#Cc1c(-c2ccccc2)cc(-c2ccccc2)nc1SCC(=O)NCC(=O)O,1.1,1,-7,-3,2.3,3,5,-2,0
CCc1ccc(NS(=O)(=O)c2ccc3oc(=O)ccc3c2)cc1,0.88,1,12,-1,-1.0,15,2,-2,-5
COCCCNC(=S)N/N=C/c1cccc(OC)c1O,1,1.1,0,-4,0.1,-6,-3,-7,2
Cc1ccc(-n2c(SCC(=O)N3CCCCC3)nc(O)cc2=O)cc1,1,1.1,-4,0,-0.9,-2,0,-12,10
COC(=O)c1ccccc1NS(=O)(=O)c1ccc(Cl)nc1,1,0.95,-1,-4,-1.2,3,10,5,2
COc1cc(C2Nc3cccc4cccc(c34)N2)cc(OC)c1OC(C)=O,0.9,1,10,-7,-3.2,19,13,-2,1
C/C=C(\C)C(=O)Nc1cccc(C2=NOC3(C2)C[C@H](C(N)=O)N(C(=O)c2cc([N+](=O)[O-])cc([N+](=O)[O-])c2)C3)c1 (some centres undefined),0.95,1,5,-3,-1.2,-5,0,-3,-1
Cc1cccn2c(=O)c3cc(C(=O)NCCN4CCOCC4)c(=N)n(CCCN4CCOCC4)c3nc12,0.89,1.1,11,0,-0.2,3,5,-6,0
O=C(O)/C(=C\c1ccccc1OC(F)F)Sc1nnc(-c2ccc(F)cc2)o1,1.1,0.91,-8,-1,0.2,-7,-3,9,-4
N#CCOc1nc(N2CCCCC2)nc(N2CCCCC2)n1,0.96,1,4,0,1.0,-1,0,-2,-1
COc1ccc(OC)c(-n2c(SCC(=O)Nc3cccc(S(N)(=O)=O)c3)nc3ccccc3c2=O)c1,1.1,1,-7,-3,1.6,16,22,-4,1
COc1ccc(CC(=O)Nc2ccc(-c3ccc4nnc(C)n4n3)cc2)cc1OC,0.92,1,8,-5,0.5,0,2,-2,-1
CCOC(=O)[C@@H]1[C@H]2COc3ccc(Br)cc3[C@H]2N2C(=O)N(c3ccc(C)cc3)C(=O)[C@]12C,1.1,0.93,-8,-2,-0.7,-13,-2,7,-4
COc1ccc2ccccc2c1/C=N/NC(=O)c1cccc([N+](=O)[O-])c1,0.84,0.96,16,-3,1.1,-2,2,4,3
CC(NC(=O)CCC(=O)Nc1ccccc1O)c1ccccc1 (centres undefined),1.1,0.98,-6,-1,0.6,5,1,2,1

# Following part.
SMILES,hIAP act,mIAP act,hIAP block,MIN6 prolif,MPTP inh,APOBEC3G inh,A3A deaminase,mIAP block,GRIN3A LBD mod
CN(C1CCCCC1)S(=O)(=O)c1ccc2c(c1)c(=O)c(C(=O)NCCCN1CCCC1)cn2C,0.92,1,8,2,-1.6,-6,-2,0,-1
CCCN(CCC)CC(O)COc1ccc([N+](=O)[O-])cc1 (centres undefined),0.9,0.87,10,6,-1.2,-4,-3,13,-1
O=C(O)c1cnn2c(C(F)(F)F)cc(-c3ccco3)nc12,0.85,0.78,15,0,-0.7,-2,6,22,0
COc1ccc2c(CC(=O)NC(Cc3ccc(Cl)cc3)C(=O)O)cc(=O)oc2c1C (centres undefined),1.1,0.96,-7,-2,0.6,-7,-6,4,4
COc1ccc(CCNC(=O)CN(c2ccccc2OC)S(=O)(=O)c2ccc(C)cc2)cc1,0.99,1.1,1,-3,-0.3,1,-3,-5,0
CCN(CC)S(=O)(=O)c1ccc(N2CCOCC2)c(NC(=O)COc2ccc(OC)cc2)c1,0.86,0.93,14,1,-1.0,-11,-6,7,0
CCOC(=O)/C=C(C)\C=C\c1c[nH]c2ccccc12,0.94,0.84,6,-1,8.7,-4,-1,16,0
CNC(=O)c1ccc(-n2cccn2)nc1,0.79,0.98,22,-2,1.1,-7,-2,2,0
CC(=O)Nc1ccc(S(=O)(=O)N(C)CC(=O)OCC(=O)NC(C)C23CC4CC(CC(C4)C2)C3)cc1 (centres undefined),1.1,0.97,-14,-5,0.4,-8,16,3,-9
CCOC(CNC(=O)c1ccc2c(c1)nc(C)n2-c1cccc(F)c1)OCC,0.94,0.93,6,-1,-0.3,-6,-6,7,-2

# Arranged by value in mIAP block (smallest number first): some entries from above.
Compound,mIAP block
CNC(=O)c1ccc(-n2cccn2)nc1,2
O=[N+]([O-])c1ccc(F)cc1OCc1cccc(S(=O)(=O)N2CCOCC2)c1,10
CCOC(=O)CCCNC(=O)c1cncc(O)c1,16

# Next section
SMILES,hIAP act,mIAP act,hIAP block,MIN6 prolif,MPTP inh,APOBEC3G inh,A3A deaminase,mIAP block,GRIN3A LBD mod
Cc1nc2oc3ccccc3c(=O)c2c(=O)n1Cc1ccccc1,0.96,0.95,4,1,0.8,-6,-4,5,0
COc1ccc(Cc2nnc(SCC(=O)N(c3ccccc3)C(C)C)n(N)c2=O)cc1,1,1,-4,0,0.2,-7,0,-2,7
O=C1C=C(/C=C/C2C=CC=CC2)C[C@@H](c2ccc(Cl)cc2)C1 (some centres undefined),1.1,0.78,-6,-7,1.4,-1,0,22,-3
O=C(c1ccccc1)c1ccc(C(=O)N2CCN(c3ccccc3)CC2)cc1,0.75,0.97,25,-2,-0.9,-2,4,2,-1
O=C(CN1c2cccc3cccc(c23)S1(=O)=O)Nc1ccc(S(=O)(=O)N2CCOCC2)cc1,1,0.92,0,-2,0.5,-1,3,8,1
COc1cc(OC)c(-c2nc3c[n+](CC(=O)c4ccccc4)ccc3n2C)cc1OC,0.87,0.93,13,-1,-0.4,-6,1,7,-1
C=CC[C@@H](CC(=O)NCCO)C(=O)N[C@@H](C)COC(=O)[C@H](CC=C)CC(=O)OC(C)(C)C,1,1.1,-1,0,1.9,-7,-2,-12,1
O=C(Cc1cccc2ccccc12)Nc1c(F)cccc1F,1.1,0.98,-7,-5,-0.4,-3,1,2,1
O=C(CN1C(=O)CSC1=O)N1CCCC(Nc2ccc(F)cc2)C1 (centres undefined),1.2,0.86,-24,-1,0.6,3,-4,14,2
NC(N)=NS(=O)(=O)c1ccc(NC(=S)NC(=O)Cc2ccc(Cl)cc2)cc1,1.1,0.88,-11,-5,0.3,19,-7,12,-5
CCCn1nc(NC(=O)CC(C)C)c2cc3ccccc3nc21,1.1,1.1,-15,3,1.5,-1,19,-13,0
c1cnc2c(c1)ncc1cscc12,1,1,-1,-1,-2.2,-11,3,-5,-2
